Compound activity as filed in PubChem BioAssay.
BoNT-F LC inh: BoNT/F light chain protease inhibitors, primary screen, biochemical, flow cytometry, MLPCN library. Botulinum neurotoxin type F light chain protease (Clostridium botulinum). Multiplex microsphere protease cleavage assay. inhibition, % at 10 µM. actives 0.22% (n = 360,000). AID 588497, 2011; in the data active = inhibition above about 35%, passing the limit was not always enough; note: plate controls were buffer without enzyme for full effect and enzyme alone for no effect
PrPC surface inh: inhibitors of human cell surface prion protein PrPC, primary screen, cell-based, TR-FRET; actives 0.43% (n = 370,000); Major prion protein (Homo sapiens), P04156; TR-FRET read-out; inhibition, % at 13.8 µM; AID 720596, 2013; in the data active = inhibition above about 24%; note: 0% = median of the test wells and 100% = reference compound wells
* marks the source's active call; other numbers are inactive results. These rows are one share of the data; the hit share may differ from the screen's.

Values run as follows: BoNT-F LC inh	PrPC surface inh
COc1ccc(-c2oc3c(c2C(=O)OCCCO)C(OCCCCCO)CCC3)cc1 (stereo not drawn)
  -10	-1
COc1cc2cc(OC(C)=O)c3cc4c(cc3c2c(OC)c1OC)OCO4
  10	0
COc1ccc(Nc2c(-c3ccc(F)cc3)nc3nc(C)cc(C)n23)cc1
  -24	0
CCC1OC(C)Cc2[nH][nH]c(=O)c21 (stereo not drawn)
  8	2
CC(C)(C)c1ccc(SC2=C[C@@]3(O)CC[C@@H](O)[C@@](Sc4ccc(C(C)(C)C)cc4)(C2=O)[C@H]3O)cc1
  -2	9
COCCCN1C(=O)C(CC(=O)NCc2cccs2)CC(C(=O)N2CCCCCC2)=C1C (stereo not drawn)
  2	-1
CCCCCCCCN1C(=O)[C@H](CC(=O)N2CCN(C(=O)OCC)CC2)C[C@@]2(C(=O)OCC)CCCC=C12
  -1	13
COc1cccc(CNC(=O)[C@@H]2CCCN2C(=O)[C@H]2CCCCN2C(=O)c2cccc(OC)c2)c1
  12	-3
CC(C)(C)NC(=O)C1c2ccccc2OCC(=O)N1Cc1ccco1 (stereo not drawn)
  -5	0
CCNC(=O)c1cc2c(c(-c3cccc(-c4ccccc4F)c3)n1)[C@@H](CCO)N(C(=O)CC)C2
  -5	4
O=c1[nH][nH]c2c1[C@H](c1ccc(F)cc1)O[C@H](CCC(F)(F)F)C2
  -6	-5
COc1ccc(Cn2cc(CN3CC(N4CCN(CCN(C)C)CC4)CS3(=O)=O)nn2)cc1 (stereo not drawn)
  2	-3
O=C(NC1CCCC1)C1c2ccccc2OCC(=O)N1C1CC1 (stereo not drawn)
  2	-9
COC(=O)c1ccc2nc(-c3ccco3)c(Cc3ccccc3C(F)(F)F)n2c1
  1	1
O=C(NCc1ccc(F)cc1F)[C@@H]1CCCN1C(=O)[C@@H]1CCCN1C(=O)c1ccccc1
  1	-2
CCOC(=O)[C@]12CCC=C1N(Cc1cccc3ccccc13)C(=O)[C@H](CC(=O)NCCCN1CCCC1=O)C2
  12	-2
CC[C@@H]1Cc2[nH][nH]c(=O)c2[C@@H](c2ccc(F)cc2)O1
  4	3
CC(C)C[C@H]1CN([C@@H](Cc2ccccc2)CN2CCC[C@H]2CN2C(=O)C(=O)NC[C@@H]2Cc2ccc(O)cc2)C(=O)C(=O)N1CC1CCCCCC1
  -1	0
CC(C)(C)OC(=O)N1CCC[C@H]1C(=O)N1CCC[C@H]1C(=O)NCc1ccc(F)cc1F
  1	3
c1ccc(SC23CCCCN(CCC2)C32OCCO2)cc1 (stereo not drawn)
  -7	0
COc1ccc(C(=O)Nc2c(F)c(F)c(F)c(F)c2F)cc1OC
  7	1
COC(=O)[C@]12CCCCC=C1N(CCC1=CCCCC1)C(=O)[C@H](CC(=O)N1CCSCC1)C2
  1	9
CCOC(=O)[C@]12CCCC=C1N(Cc1ccc3c(c1)OCO3)C(=O)[C@H](CC(=O)NCc1ccc(C)o1)C2
  -3	5
COc1ccc2c(c1)CCC(=O)[C@H](O)C[C@H](c1ccccc1)OC2=O
  -3	-7
CN(C)CCN1CCN(C2CN(Cc3cn(Cc4cccc(C(F)(F)F)c4)nn3)S(=O)(=O)C2)CC1 (stereo not drawn)
  -1	3
Cc1cccc(COC[C@H](Cc2ccccc2)N2CCN(C(=O)c3ccc(C(F)(F)F)cc3)CCC2=O)c1
  2	6
O=C1NC[C@H](CCCCN2C[C@H](Cc3ccc(O)cc3)N(CCc3ccccc3)C(=O)C2=O)N(Cc2ccccc2)C1=O
  6	8
N#Cc1cccnc1N1CCN(C(c2ccnc3ccccc23)c2nnnn2-c2ccc3c(c2)OCCO3)CC1 (stereo not drawn)
  2	-9
CCCCc1c(-c2ccccc2Br)ncn1CCc1ccccc1OC
  1	16
CC(C)C[C@H]1CN([C@@H](CC(C)C)CN2CCC[C@H]2CN2C(=O)C(=O)NC[C@@H]2Cc2ccc(O)cc2)C(=O)C(=O)N1CCc1ccccc1
  6	-3

By substructure, the compounds so far containing a CF3 group.
Values run as follows: BoNT-F LC inh	PrPC surface inh
O=c1[nH][nH]c2c1[C@H](c1ccc(F)cc1)O[C@H](CCC(F)(F)F)C2
  -6	-5
COC(=O)c1ccc2nc(-c3ccco3)c(Cc3ccccc3C(F)(F)F)n2c1
  1	1
CN(C)CCN1CCN(C2CN(Cc3cn(Cc4cccc(C(F)(F)F)c4)nn3)S(=O)(=O)C2)CC1 (stereo not drawn)
  -1	3
Cc1cccc(COC[C@H](Cc2ccccc2)N2CCN(C(=O)c3ccc(C(F)(F)F)cc3)CCC2=O)c1
  2	6

Carrying on:
Values run as follows: BoNT-F LC inh	PrPC surface inh
Cc1cccc(C)c1-n1nnnc1C1(C)CCC(=O)N1CCc1ccccc1F (stereo not drawn)
  -4	9
CCCCOCCCNC(=O)C[C@@H]1C[C@@]2(C(=O)OCC)CCC=C2N(Cc2ccco2)C1=O
  -2	-1
c1ccc2sc(-n3cc(C4CCCCC4)nn3)nc2c1
  9	9
CC(C)C[C@H]1COc2cc(N3CCN(Cc4ccccc4F)CC3)ccc2S(=O)(=O)N1
  -10	-7
CC(C)C[C@H]1CNC(=O)C(=O)N1C[C@H]1CCCN1C[C@H](Cc1ccc(O)cc1)N1C[C@H](CC(C)C)N(CC2CCCCCC2)C(=O)C1=O
  -10	15
CCCCn1nnnc1C1(C)CCC(=O)N1CCc1ccc(OC)c(OC)c1 (stereo not drawn)
  -2	5
O=C1c2ccccc2C(c2nnnn2-c2ccc3c(c2)OCCO3)N1CCc1ccccc1F (stereo not drawn)
  -1	0
O=C1NC[C@H](CCCCN2C[C@H](Cc3ccccc3)N(CCC3CCCCC3)C(=O)C2=O)N(CC2CCCCC2)C1=O
  -10	-2
CCCCC1Cc2[nH][nH]c(=O)c2C(c2ccc(F)cc2)O1 (stereo not drawn)
  5	2
CCCCC[C@H](C)N1C[C@@H](COCc2ccccc2)Oc2cc(N3CCC[C@H]3CO)ccc2S1(=O)=O
  -8	3
Cc1cc(C)cc(Cn2cc(CN3CC(N4CCN(CCN(C)C)CC4)CS3(=O)=O)nn2)c1 (stereo not drawn)
  5	0
Cc1ccccc1[C@H](NC1c2ccccc2C=Cc2ccccc21)P(=O)(c1ccccc1)c1ccccc1
  1	8
CCOC(=O)[C@]12CCC=C1N(CCC1=CCCCC1)C(=O)[C@H](CC(=O)N1CCCCC1)C2
  1	5
CC(C)(C)n1nnnc1C(c1ccccc1)N1CCN(c2c(Cl)cncc2Cl)CC1 (stereo not drawn)
  6	-4
O=C(NCc1ccncc1)[C@@H]1CCCN1C(=O)[C@@H]1CCCN1C(=O)c1ccccc1Cl
  -4	0
COC(=O)[C@]12CCCCC=C1N(Cc1ccccc1)C(=O)[C@H](CC(=O)NCCC(C)C)C2
  17	-1
CC1(c2nnnn2-c2ccc3c(c2)OCCO3)CCC(=O)N1CCCN1CCOCC1 (stereo not drawn)
  -7	0
COC(=O)Cn1c(C(=O)N2CCCC2)cc2c1C[C@H]1CN(C(=O)c3ccccc3)[C@@](Cc3ccc(OC)cc3)(C(=O)OC)[C@@H]21
  8	1
Cc1cc(OCCCN2CCC(C(O)(c3ccccc3)c3ccccc3)CC2)ccc1Br
  -13	-12
CN(Cc1ccccc1)C(=O)[C@@H]1CCCN1C(=O)[C@@H]1CCCN1C(=O)c1c(F)cccc1F
  -1	-5
COC(=O)[C@@]1(Cc2ccc(F)cc2)[C@H]2c3cc(C(=O)N4CCCC4)n(CC4CC4)c3C[C@H]2CN1C(=O)c1ccccc1
  -7	-3
CCOC(=O)[C@]12CCCC=C1N(Cc1ccco1)C(=O)[C@H](CC(=O)N1CCN(C(=O)C3CC3)CC1)C2
  9	3
Nc1[nH]c(C(=O)c2ccccc2)c(-c2ccccc2Br)c1C(=O)NCc1ccc(-c2ccccc2)cc1
  -1	4
C[C@@H]1CC2=C(C(=O)OC(C)(C)O2)[C@@H](C2CC2)O1
  0	-1
CN1C=Nc2c(ncn2C2CCC(CO)O2)C1O (stereo not drawn)
  -2	8
CCCCNC(=O)C[C@@H]1C[C@@]2(C(=O)OCC)CCCC=C2N(Cc2ccco2)C1=O
  -6	-3
COc1ncc(-c2ccc(N3C(c4ccc([N+](=O)[O-])cc4)=Cc4ccccc4C3CC(C)=O)cc2)cn1 (stereo not drawn)
  10	-5
COc1cccc(CNC(=O)[C@@H]2CCCN2C(=O)[C@@H]2CCCN2C(=O)c2cccc(Cl)c2)c1
  4	-4
O=C1NC[C@@H](CCCCN2C[C@H](Cc3ccccc3)N(CCc3ccc(O)cc3)C(=O)C2=O)N(Cc2ccccc2)C1=O
  -4	2
CC(C)C[C@H]1CNC(=O)C(=O)N1C[C@@H]1CCCN1C[C@H](Cc1ccccc1)N1C[C@H](Cc2ccccc2)N(CC2CCCCC2)C(=O)C1=O
  -9	4
COC(=O)c1ccc(N2C(c3cccc(OC)c3)=Cc3ccc(F)cc3C2c2c(C)[nH]c3ccccc23)cc1 (stereo not drawn)
  -3	8
O=C1NC[C@@H](CCCCN2C[C@H](Cc3ccccc3)N(CCC3CCCCC3)C(=O)C2=O)N(CCc2ccccc2)C1=O
  4	11
COCCN1C(=O)COc2ccccc2C1C(=O)NCc1ccccc1 (stereo not drawn)
  7	2
CCCCc1c(-c2ccc(OC)cc2)ncn1CCc1ccccc1OC
  2	9
CC(C)C[C@H]1CNC(=O)C(=O)N1C[C@@H]1CCCN1C[C@H](Cc1ccccc1)N1C[C@H](Cc2ccccc2)N(CCc2ccccc2)C(=O)C1=O
  -8	-2
CCOC(=O)N1CCN(C(c2ccnc3ccccc23)c2nnnn2-c2c(C)cccc2C)CC1 (stereo not drawn)
  3	8
CCCCn1nnnc1C(c1ccccc1)N1CCN(c2ccc(F)cc2)CC1 (stereo not drawn)
  3	13
CCOC(=O)[C@]12CCC=C1N(Cc1ccccc1)C(=O)[C@H](CC(=O)N1CCOCC1)C2
  6	0
COC(=O)[C@@]1(Sc2ccc(C)cc2)CC(=O)N[C@@H]1c1ccc(Br)cc1
  4	4
COc1ncc(-c2ccc(N3C(c4ccsc4)=Cc4ccccc4C3CC(C)=O)cc2)cn1 (stereo not drawn)
  -2	-19
CCOC(=O)[C@]12CCC=C1N(Cc1ccccc1)C(=O)[C@H](CC(=O)NCCCCc1ccccc1)C2
  2	10
COc1ccc(-c2ccc3c(c2)c(Sc2ccccc2)c(-c2ccccc2)n3C)cn1
  -5	0
Cc1cc2nc(C3CCCCC3)c(Cc3ccsc3)n2c(C)c1Br
  -5	-8
CCOc1ccc(CCN2C(=O)C(=O)N([C@@H](Cc3ccccc3)CN3CCC[C@H]3CN3C(=O)C(=O)NC[C@@H]3Cc3ccccc3)C[C@@H]2Cc2ccccc2)cc1
  4	2
Cc1cc(C)c(S(=O)(=O)NN=C2c3ccccc3[C@H]3Cc4csc[n+]4[C@@H]23)c(C)c1
  -8	-8
O=c1[nH][nH]c2c1[C@H](c1ccc(Cl)cc1)O[C@H](C1CCCC1)C2
  -7	1
Cc1ccccc1C(=O)N1CCC[C@H]1C(=O)N1CCC[C@H]1C(=O)NCc1ccccn1
  1	-5
CCC(c1nnnn1-c1ccc2c(c1)OCCO2)N1CCN(C(C)=O)CC1 (stereo not drawn)
  13	13
N#Cc1ccccc1OCCCN1CCC(C(O)(c2ccccc2)c2ccccc2)CC1
  -2	-9
CCOC(=O)[C@]12CCC=C1N(Cc1ccccc1)C(=O)[C@H](CC(=O)NCc1cccs1)C2
  5	-13
COc1cccc(Cn2cnc(-c3ccccc3OC)c2-c2cccnc2)c1
  4	-5
COC(=O)[C@@]1(Sc2ccc(C)cc2)CC(=O)N(c2ccc3c(ccn3C)c2)[C@@H]1c1ccccc1
  -6	1
Cc1cccc(C)c1NC(=O)C1c2ccccc2OCC(=O)N1Cc1ccco1 (stereo not drawn)
  0	2
COc1ccccc1OCCCN1CCC(C(O)(c2ccccc2)c2ccccc2)CC1
  -6	-25
CCCCCCn1cc(CN2CC(N3CCSCC3)CS2(=O)=O)nn1 (stereo not drawn)
  -1	5
CC(C)(C)NC(=O)C1c2ccccc2OCC(=O)N1Cc1cccnc1 (stereo not drawn)
  -1	2
COC(=O)[C@]12CCCCC=C1N(Cc1ccccc1)C(=O)[C@H](CC(=O)N1CCSCC1)C2
  -7	-6
CCCCn1nnnc1C(c1ccccc1)N1CCN(c2ccccc2)CC1 (stereo not drawn)
  -2	9
COC(=O)[C@]12CCCCC=C1N(CCC1=CCCCC1)C(=O)[C@H](CC(=O)NCc1ccc(C)o1)C2
  6	5
O=C1NC[C@@H](CCCCN2C[C@H](Cc3ccccc3)N(CC3CCCCC3)C(=O)C2=O)N(CCc2ccccc2)C1=O
  0	0

Further compounds:
Values run as follows: BoNT-F LC inh	PrPC surface inh
Nc1nc2c(Br)ccc(Br)c2cc1C(=O)NCc1cccc2ccccc12
  13	16
CCCCOCCCNC(=O)C[C@@H]1C[C@@]2(C(=O)OCC)CCC=C2N(Cc2ccc(Cl)cc2Cl)C1=O
  4	8
CC(C)C[C@H]1CN([C@@H](Cc2ccc(O)cc2)CN2CCC[C@H]2CN2C(=O)C(=O)NC[C@@H]2Cc2ccccc2)C(=O)C(=O)N1CC1CCCCCC1
  8	-6
O=C(NCCN1CCC(n2c(=O)[nH]c3ccccc32)CC1)c1c(F)cccc1F
  -2	-7
N#Cc1ccc(-c2nc3c4ccccc4ccn3c2CC2CCCCC2)cc1
  0	16

Part of the list above, bar-delimited:
compound | BoNT-F LC inh | PrPC surface inh
CCCCOCCCNC(=O)C[C@@H]1C[C@@]2(C(=O)OCC)CCC=C2N(Cc2ccc(Cl)cc2Cl)C1=O | 4 | 8
CC(C)C[C@H]1CN([C@@H](Cc2ccc(O)cc2)CN2CCC[C@H]2CN2C(=O)C(=O)NC[C@@H]2Cc2ccccc2)C(=O)C(=O)N1CC1CCCCCC1 | 8 | -6
